sPLA2-III inh = Inhibits HGIII-sPLA2 liposome hydrolysis, primary screen | Q9NZ20 | QFRET BODIPY PC-A2 liposome hydrolysis, fluorescence | inhibition, % at 12.2 µM | 370,000 compounds, 0.56% hits;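 active means inhibition above mean plus 3 SD of compounds lying within the high and low control bounds, cut at about 19% in these data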;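 further: 0% = median of test compound wells and 100% = no enzyme DMSO wells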
Target sequence (Q9NZ20 whole entry, looked up): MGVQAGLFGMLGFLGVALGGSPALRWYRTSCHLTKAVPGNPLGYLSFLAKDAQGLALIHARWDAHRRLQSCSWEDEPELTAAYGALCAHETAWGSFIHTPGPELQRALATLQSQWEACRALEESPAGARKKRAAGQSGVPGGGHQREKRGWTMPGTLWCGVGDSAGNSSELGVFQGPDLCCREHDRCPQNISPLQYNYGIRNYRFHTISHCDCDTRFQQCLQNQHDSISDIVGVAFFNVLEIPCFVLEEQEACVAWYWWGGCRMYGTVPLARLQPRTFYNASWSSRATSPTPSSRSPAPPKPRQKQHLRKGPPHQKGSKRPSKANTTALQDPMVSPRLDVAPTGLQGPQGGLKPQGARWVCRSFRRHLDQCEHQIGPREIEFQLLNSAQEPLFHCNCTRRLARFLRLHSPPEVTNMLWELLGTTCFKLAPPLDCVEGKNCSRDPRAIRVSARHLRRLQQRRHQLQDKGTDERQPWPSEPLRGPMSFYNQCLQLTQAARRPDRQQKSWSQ
FXN GAA850 act = increases GAA850 frataxin promoter reporter activity; HEK293 lucGAA850 FXN promoter luciferase reporter, 24 h; percent of 10 µM SAHA response; activation, % at 6 µM; 360,000 compounds, 0.56% hits;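 active means activation above the average of all compounds screened plus 3 SD, cutoff fixed separately per campaign, cut at about 7.5% in these data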;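 further: 0% = DMSO wells and 100% = 10 µM SAHA wells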
DAX1 inh-1 = inhibitors of DAX1 repression of SF-1 activated StAR promoter | HEK293T StAR-luciferase reporter, SF-1/DAX-1 repression relief | inhibition, % at 6.8 µM | 370,000 compounds, 1.1% hits | AID 652010;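 active means inhibition above the mean over all tested compounds plus 3 SD, cut at about 3.6% in these data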;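 further: 0% = DAX-1 cells with DMSO and 100% = cells lacking DAX-1 with DMSO; higher inhibition means more luminescence from relief of DAX-1 repression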
ssDAF12 agonist = S. stercoralis DAF-12 activation, primary screen. activation, % at 6.8 µM. HEK293 ssDAF-12/GRIP1 lit1-tk-luc reporter, luminescence; % of 3 µM dafachronic acid response. 370,000 compounds, 1% hits. AID 652126;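 active means activation above the mean over all tested compounds plus 3 SD, cut at about 0.9% in these data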;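 further: 0% = DMSO-only wells and 100% = 3 µM delta7-dafachronic acid wells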
NPR2 activator = GC-B (human) receptor activation; P20594; HEK293-GC-B cells, CNP EC30, cGMP TR-FRET; 0% at EC30 CNP, 100% saturating CNP; activation, % at 10 µM; 370,000 compounds, 0.11% hits; AID 1920062;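 active means activation at 10 µM reaching about 35% in either raw or pattern-adjusted values, limit read from the data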
NPR1 activator = GC-A (human) enzyme activation; P16066; HEK293 GC-A cells, cGMP TR-FRET, EC30 ANP; 0% at EC30 ANP, 100% saturating ANP; activation, % at 10 µM; 370,000 compounds, 0.14% hits; AID 1671463; in the data active means activation above about 40%
hgDAF-12 ag = agonists of H. glycines DAF-12 nuclear receptor; HEK293 GAL4-hgDAF12 UAS-luciferase reporter, agonist luminescence; normalized to butyrate control; activation, % at 6.8 µM; 370,000 compounds, 1.8% hits;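 active means activation above a cutoff set at the mean of all screened compounds plus 3 SD, cut at about 10% in these data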;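 further: 0% = DMSO wells and 100% = sodium butyrate wells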
DAX1 inh-2 = NR0B1 (DAX1) inhibition; P51843; HEK293 Gal4-DAX1 luciferase reporter, luminescence; inhibition, % at 6.75 µM; 340,000 compounds, 0.99% hits; AID 504766;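 active means inhibition above the mean over all tested compounds plus 3 SD, cut at about 4.2% in these data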;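 further: 0% = DAX1-transfected cells with DMSO and 100% = empty-vector control cells with DMSO; inhibition shows as a rise in luminescence from relieved DAX1 repression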
Target sequence (P51843 207-470 limits assumed): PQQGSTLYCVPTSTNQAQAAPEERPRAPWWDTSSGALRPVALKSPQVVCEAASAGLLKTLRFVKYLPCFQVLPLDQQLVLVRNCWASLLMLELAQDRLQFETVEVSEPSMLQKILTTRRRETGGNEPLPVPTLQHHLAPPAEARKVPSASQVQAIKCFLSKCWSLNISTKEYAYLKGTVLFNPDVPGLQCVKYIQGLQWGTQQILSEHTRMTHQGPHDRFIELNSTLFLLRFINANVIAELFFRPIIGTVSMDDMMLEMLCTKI
hcDAF12 agonist = activates DAF-12 receptor from parasite H. contortus. HEK293 hcDAF-12 lit1-tk-luc reporter, luminescence; 0% DMSO, 100% Δ7-dafachronic acid. activation, % at 6.8 µM. 370,000 compounds, 1.4% hits. AID 652067;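 active means activation above the mean of all tested compounds plus 3 SD, cut at about 5.5% in these data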;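 further: 100% = response to 3 µM Δ7-dafachronic acid high control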
SMARCA2 act = increases SMARCA2 function in MMTV reporter cells; MG213 cells, MMTV-luciferase reporter, dexamethasone, overnight; activation, % at 9.1 µM; 370,000 compounds, 1% hits; AID 652017; in the data active means activation above about 7.8%;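 further: 0% = vehicle wells and 100% = reference activator wells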
KLK7 zymogen act = proKLK7 (human) activation, primary screen; P49862; purified proKLK7, EDANS-DABCYL substrate fluorescence; 100% is mature enzyme control, 0% vehicle; activation, % at 7 µM; 370,000 compounds, 0.9% hits; AID 652039;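 active means activation above the mean of all tested compounds plus 3 SD, computed per campaign excluding outliers beyond control limits, cut at about 13% in these data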
Target sequence (P49862 whole entry, looked up): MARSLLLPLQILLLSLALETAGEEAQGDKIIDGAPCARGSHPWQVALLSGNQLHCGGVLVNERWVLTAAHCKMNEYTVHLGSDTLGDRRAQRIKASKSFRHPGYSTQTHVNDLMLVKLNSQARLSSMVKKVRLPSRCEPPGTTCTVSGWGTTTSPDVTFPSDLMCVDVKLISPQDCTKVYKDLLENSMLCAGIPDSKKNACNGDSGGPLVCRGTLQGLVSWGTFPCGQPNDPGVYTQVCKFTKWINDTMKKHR
An asterisk follows results filed as active; x = no result given.

SMILES	sPLA2-III inh	FXN GAA850 act	DAX1 inh-1	ssDAF12 agonist	NPR2 activator	NPR1 activator	hgDAF-12 ag	DAX1 inh-2	hcDAF12 agonist	SMARCA2 act	KLK7 zymogen act
Cn1c(SCC(=O)O)nnc1C1CCCCC1	5	0.6	-0.3	-0.9	-3	2	-1.8	-0.8	-1.8	-3	-0.5
CCOC(=O)CC[C@@]1(C(=O)OCC)C[C@@H](CC(=O)NCCCOC)C(=O)N2CCCC=C21	-2	x	0.5	1.6*	1	1	0.4	x	-0.4	0	-0.2
CCCS(=O)(=O)N1CCCC(C(=O)N2CCN(c3ccccc3)CC2)C1 (configuration not stated)	3	1.9	0.2	-1.1	7	-3	-2.1	-0.5	-1.5	-1	-0.2
Cc1ccc(C(=O)CSc2nnc(COc3ccc(C#N)cc3)n2-c2ccccc2)cc1	-9	-0.5	0.0	-0.8	-6	-14	-2.0	-1.2	-0.5	-2	0.3
Cc1ccc(-n2ncc3c(=O)n(CC(=O)N(C)C)cnc32)cc1	4	1.1	-0.1	-0.8	0	1	1.9	-0.3	-0.4	-2	1.2
CCOC(=O)[C@]12CCC=C1N(Cc1ccco1)C(=O)[C@H](CC(=O)N1CCCC1)C2	-3	x	-0.2	0.1	-4	0	1.8	x	-1.0	-5	-1.5
COc1cc(OC)cc(C(=O)NC2CCN(Cc3nnnn3Cc3cccs3)CC2)c1	-2	0.2	-1.1	-1.0	-9	0	-2.2	0.1	-1.3	-3	-0.7
Cc1cc(C(=O)N/N=C2\CCCC(C)C2)n[nH]1 (configuration not stated)	7	-1.3	0.6	-1.3	3	1	4.9	1.0	-1.2	1	0.3
O=C(C1CC1)N1CCc2cc(Br)c(S(=O)(=O)NCCCN3CCCCC3)cc21	1	x	0.6	-1.2	-3	2	-2.2	x	-0.2	-2	0.0
CCCCn1c(N)c(N(CCC(C)C)C(=O)CSc2nc3ccccc3s2)c(=O)[nH]c1=O	1	-2.6	0.4	-0.8	-4	-7	3.7	-0.6	1.2	-1	1.4
Cc1cc(C)c(NC(=O)CS(=O)CC(=O)Nc2ccc(-n3cnnn3)c(C)c2)c(C)c1 (configuration not stated)	-4	0.2	-0.1	-1.8	-3	6	0.7	-0.4	-1.4	2	0.5
O=C(N/N=C/c1cc(Br)cs1)c1ccc2c(c1)OCCO2	1	-3.2	-0.2	-1.0	-7	6	15*	x	6.6*	5	-0.1
CC(=O)Nc1ccc(NC(=O)CSc2nnc(C3CC3)n2C)cc1	4	-2.5	-1.9	-0.7	-7	-5	-1.2	1.3	1.4	0	0.4
Cc1ccc(NS(=O)(=O)c2ccc(C(=O)NCC3CCCO3)cc2)cc1 (configuration not stated)	-12	-1.4	-0.5	-1.9	-5	-2	-1.5	-0.3	-1.3	-6	0.5
COc1cc(C2NC(=S)NC(C)=C2C(=O)OC(C)C)ccc1OC(C)C (configuration not stated)	8	0.9	-0.4	-1.8	-8	-6	-2.4	1.7	-1.2	0	0.2
Cc1ccc(-n2nc(C)c3c2OC(N)=C(C#N)C3c2ccc(C)o2)cc1 (configuration not stated)	-5	2.4	0.8	-0.9	-1	1	2.0	1.0	5.0	-1	-0.7
CCCCn1c(N)c(NCc2ccccc2)c(=O)[nH]c1=O	-1	-0.7	0.3	-1.2	-4	2	1.1	1.3	-0.9	-3	-0.5
O=S1(=O)CCOCCCN1Cc1ccccc1	4	1.8	0.1	-1.6	-4	2	-0.2	-0.3	-2.1	1	-0.3
CC(=O)Nc1ccc2nc(-c3ccco3)[nH]c2c1	1	2.4	0.7	-0.2	-8	3	4.2	1.4	1.2	6	1.2
Cc1ccc(NC(=O)c2ccc(S(=O)(=O)N3CCC(C)CC3)cc2)cc1	-6	-0.3	-1.5	-1.5	5	2	-4.3	0.4	-3.1	-5	-0.1
COc1ccc(Cl)cc1S(=O)(=O)n1ccnc1	-4	0.0	0.0	-0.7	3	3	0.6	-0.3	3.3	-2	0.5
CCOC(=O)CNC(=O)N1CCCC(N(C)CCc2ccccc2)C1 (configuration not stated)	0	1.6	-0.3	-1.1	6	3	2.9	3.0	-1.3	3	-0.4
CCc1nnc(NC(=O)CCC(=O)N2CCN(S(=O)(=O)c3ccc(OC)cc3)CC2)s1	0	1.6	1.4	-1.1	2	-1	-1.2	0.3	-1.1	0	-0.3
CC(C)(C)C(=O)NCc1ccc(C(=O)CSc2nnc3n2CCCCC3)s1	-4	-0.8	0.1	-1.0	0	0	0.3	0.1	-1.2	1	-0.5
N#Cc1c([N+](=O)[O-])cc([N+](=O)[O-])cc1S(=O)(=O)Cc1ccccc1	-13	-11	-4.7	-0.9	-1	-4	-8.3	-1.6	-2.5	-8	-0.1
Cc1ccccc1C(=O)Nc1ccnn1C1CCN(Cc2ccncc2)CC1	-7	0.1	-0.7	-1.2	-8	3	3.0	0.8	0.1	3	-0.7
NC(=O)CC(NC(=O)c1ccccc1)c1ccc(NCCCN2CCCC2=O)c([N+](=O)[O-])c1 (configuration not stated)	4	1.2	0.2	-1.3	1	1	1.6	-1.3	-0.4	2	-0.1
Cc1ccc(CCn2c3c(c4ccccc42)CN(C)CC3)cn1	1	-1.5	0.1	-1.2	-1	4	0.2	0.9	-1.3	0	-0.2
COc1ccc(S(=O)(=O)Nc2cccc3c2O[C@H](CN(C)S(=O)(=O)c2ccccc2)[C@@H](C)CN([C@H](C)CO)C3=O)cc1	-20	-2.2	0.2	-1.3	-5	1	0.5	-1.4	-1.6	0	0.2
COc1ccc(-c2cc(=O)oc3c(C)c(O)c(CN(C)C)cc23)cc1	2	-2.3	-0.3	-1.8	2	13	3.3	-1.6	-1.0	-4	14*
N#Cc1ccc(CN2CCN(C(=O)CNC(=O)Cc3ccccc3)CC2)cc1	-4	-1.1	-2.3	-1.3	2	4	-0.5	0.4	-2.1	0	0.5
CN(C)C(=O)CN1CCN(Cc2cn(C)nc2-c2ccc3c(c2)OCCO3)CC1	-4	1.3	-0.3	-0.3	1	-2	-1.6	0.3	0.2	2	-0.2
CN(C)C(=O)c1ccc(NS(=O)(=O)c2ccc3c(c2)OCCO3)cc1	11	-0.2	-2.1	-0.9	3	1	-1.6	-0.2	0.9	0	0.5
CCn1nc(C)c(CN2CCCC(C(=O)c3cccc(OC(C)C)c3)C2)c1C (configuration not stated)	-6	-2.0	-2.1	-2.9	4	0	-5.7	-3.2	-2.3	-3	3.3
O=C(Nc1nccs1)c1cc(-c2ccccc2)nn1-c1ccccc1	-2	2.0	0.7	-1.9	5	0	2.0	-0.2	-1.8	-1	0.3
CCC(=O)Nc1ccc(N2CCOCC2)c(S(=O)(=O)Nc2ccc(Cl)cc2)c1	-5	1.6	3.0	-1.2	2	3	3.5	-0.4	-1.9	-1	0.5
O=C1N/C(=N\N=C\c2ccco2)SC1Cc1ccc(F)cc1 (configuration not stated)	-6	1.0	0.0	-0.9	1	-1	-0.1	-0.1	-0.4	-2	-0.3
Cc1cc(OCC(=O)Nc2nccs2)c2c(C)cc(=O)oc2c1	-5	-0.1	-0.8	-0.9	-6	1	1.9	0.3	0.0	0	0.6
CC(=O)NC(=S)Nc1ccc(NC(=O)COc2ccc(C(C)C)cc2)cc1	3	-2.1	-0.1	-0.8	-11	6	1.3	0.3	4.2	-2	0.5
Clc1ccc2c(N3CCCC3)ccnc2c1	5	3.4	-0.9	-1.4	-11	4	5.2	-0.8	-1.7	4	-0.8
CCCCCC(=O)Nc1nc(C)c(-c2csc(Nc3cc(OC)ccc3OC)n2)s1	2	-2.5	0.1	-1.7	-4	-4	-0.5	-0.5	-1.1	1	-2.5
O=C(CSc1nnc(-c2ccc(F)cc2)n1-c1ccccc1)NCCN1C(=O)CSC1=O	-16	3.4	0.9	-1.2	2	4	3.2	-1.4	-1.6	2	0.3
CCOc1ccc(CN2CCN(Cc3cnn(CC)c3C)CC2CCO)cc1 (configuration not stated)	4	-0.2	-0.1	-1.2	0	1	2.7	0.2	1.0	-4	0.2
CCC(=O)OCC(=O)c1c(N)n(Cc2ccccc2)c(=O)n(C)c1=O	-5	-0.1	-0.1	-1.3	8	4	3.8	-1.1	0.5	6	-0.6
Cc1ccc(C)c(S(=O)(=O)N/N=C/c2ccc(N(C)C)cc2)c1	7	0.6	-0.4	-0.5	1	-1	0.6	1.6	-0.7	-2	-0.5
COc1ccc(N2CCC(CNC(=S)Nc3cc(C)cc(C)c3)C2)cc1 (configuration not stated)	11	0.1	-0.2	-1.4	-8	-16	-4.5	-0.9	-1.1	-3	0.0
CC(C)=C1SC(N2CCN(Cc3ccccc3)CC2)=NC1=O	-1	2.5	0.8	-1.3	-11	1	2.2	-0.9	-0.2	2	0.1
C=CCN1[C@@H](Cc2ccccc2)COc2cccc(F)c2S1(=O)=O	3	x	-1.5	-2.0	1	0	-0.1	x	-1.6	-1	-0.1
CCC(CO)Oc1cc(NCc2ccccc2OC)c2ncn(C(C)C)c2c1 (configuration not stated)	-6	2.5	-0.1	-1.0	-2	-1	-4.0	0.0	-1.7	-1	-0.8
Cc1ccc(-n2nc3ccc(N)cc3n2)cc1	2	-4.9	3.7*	0.9*	-5	23	6.8	1.1	13*	-4	35*
Cc1ccc(S(=O)(=O)N[C@@H](Cc2ccccc2)C(=O)N2CCC(C(=O)N[C@@H](CCC(N)=O)C(=O)O)CC2)cc1	5	2.1	-0.2	-0.5	2	4	-1.5	0.8	1.9	1	0.0
O=C(c1ccc2c(c1)C(=O)N(c1ccc(Cl)cc1)C2=O)N1CCN(c2ccccn2)CC1	-1	0.4	0.5	-1.5	3	3	0.0	-0.9	0.2	1	0.2
COc1ccccc1C(=O)N/C(=C\c1cn(S(=O)(=O)N(C)C)c2ccccc12)C(=O)N1CCCCC1	3	0.2	-0.4	-0.6	6	-5	0.4	0.6	-0.6	-1	-0.4
O=C(CN1C(=O)CCC1=O)Nc1nc(-c2nc3ccccc3s2)cs1	2	4.0	4.5*	1.2*	2	11	16*	1.1	7.6*	-1	-87

Taken from above:
In ssDAF12 agonist, CCOC(=O)CNC(=O)N1CCCC(N(C)CCc2ccccc2)C1 (configuration not stated) has -1.1
In hcDAF12 agonist, O=C1N/C(=N\N=C\c2ccco2)SC1Cc1ccc(F)cc1 (configuration not stated) has -0.4

5 of the entries above in order of the NPR2 activator value, low to high:
Structure	NPR2 activator
CC(C)=C1SC(N2CCN(Cc3ccccc3)CC2)=NC1=O	-11
COc1ccc(N2CCC(CNC(=S)Nc3cc(C)cc(C)c3)C2)cc1 (configuration not stated)	-8
C=CCN1[C@@H](Cc2ccccc2)COc2cccc(F)c2S1(=O)=O	1
O=C(CN1C(=O)CCC1=O)Nc1nc(-c2nc3ccccc3s2)cs1	2
O=C(c1ccc2c(c1)C(=O)N(c1ccc(Cl)cc1)C2=O)N1CCN(c2ccccn2)CC1	3

Source: PubChem (several laboratories)

Compounds as they come. About 6.7% of those tested had a hit in this group.
